TNAP inh hi DEA: TNAP (human) inhibition, high acceptor; P05186; purified TNAP, CDP-star luminescence, 1 M DEA; inhibition, % at 20 µM; 200,000 compounds, 0.03% hits; AID 1135;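 active means over 50% inhibition of tissue-nonspecific alkaline phosphatase at 20 µM in the single-dose screen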;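 further: plate controls were DMSO wells for no effect and EDTA-quenched wells as full inhibition for full effect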
Target sequence (P05186 whole entry, looked up): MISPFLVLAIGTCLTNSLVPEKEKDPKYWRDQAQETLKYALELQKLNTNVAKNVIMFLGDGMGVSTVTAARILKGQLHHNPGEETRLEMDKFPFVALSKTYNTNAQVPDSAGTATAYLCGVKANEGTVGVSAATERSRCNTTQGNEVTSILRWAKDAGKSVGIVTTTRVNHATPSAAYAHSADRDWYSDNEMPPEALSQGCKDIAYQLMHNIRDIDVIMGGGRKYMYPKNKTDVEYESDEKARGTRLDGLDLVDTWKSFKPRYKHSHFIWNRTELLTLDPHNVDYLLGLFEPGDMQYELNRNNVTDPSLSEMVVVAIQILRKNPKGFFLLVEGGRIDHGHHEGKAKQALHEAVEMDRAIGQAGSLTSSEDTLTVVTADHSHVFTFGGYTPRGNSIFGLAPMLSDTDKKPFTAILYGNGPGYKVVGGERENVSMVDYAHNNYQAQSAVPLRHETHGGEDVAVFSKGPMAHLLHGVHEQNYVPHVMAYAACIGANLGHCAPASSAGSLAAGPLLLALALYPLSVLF
bIAP activator: intestinal alkaline phosphatase (bovine) activation | AID 1016 | purified bovine IAP, CDP-star luminescence, 30 min; stronger effect = higher value; fold of DMSO-control signal, blank-subtracted | 200,000 compounds, 0.17% hits | activation factor at 20 µM;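 active means activation factor of 2 or more at 20 µM, a signal rise over negative controls twice the positive control's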
Diaphorase act: activates diaphorase or chemically reduces, flagging diaphorase assay artifacts | Diaphorase/resazurin coupled assay, resorufin fluorescence, 16 min; stronger effect = higher value; 1 = vehicle wells, 0 = NADH-free wells | activation factor at 20 µM | 190,000 compounds, 0.005% hits | AID 1229;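 active means diaphorase activity raised at least twofold by the compound at 20 µM; inactive means activation factor below 2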
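System – purified diaphorase enzyme from Clostridium kluyveri · Input – enzyme 0.07 U/mL final · Also added – final NADH 0.114 mM, resazurin 0.1 mM · Measured by – fluorescence of resorufin, 544 nm excitation, 590 nm emission · Timing – 16 min enzyme reaction, ambient temperature · Measure – resorufin increase flagging diaphorase activators or reducers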
PMI act: activators of human phosphomannose isomerase; purified human PMI, coupled resazurin fluorescence, 20 min; stronger effect = higher value; 1 = vehicle control, 0 substrate-free wells; activation factor at 20 µM; 190,000 compounds, 0.005% hits; AID 1214;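 active means activation factor of 2 or more at 20 µM, relative to plate controls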
Target sequence (P34949 whole entry, looked up): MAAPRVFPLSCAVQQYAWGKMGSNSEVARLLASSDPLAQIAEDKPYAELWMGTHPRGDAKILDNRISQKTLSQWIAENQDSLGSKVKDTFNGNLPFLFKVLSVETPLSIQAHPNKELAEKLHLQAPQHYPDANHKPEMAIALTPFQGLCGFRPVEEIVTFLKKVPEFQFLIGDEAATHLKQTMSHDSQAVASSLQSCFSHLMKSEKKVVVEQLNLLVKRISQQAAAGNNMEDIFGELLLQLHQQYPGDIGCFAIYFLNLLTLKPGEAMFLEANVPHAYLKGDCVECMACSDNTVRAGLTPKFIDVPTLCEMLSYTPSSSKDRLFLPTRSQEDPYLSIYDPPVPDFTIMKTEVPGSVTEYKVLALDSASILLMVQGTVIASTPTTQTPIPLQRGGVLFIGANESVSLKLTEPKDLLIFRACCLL
Diaph inh CS: diaphorase inhibition or chemical oxidation counter-screen. diaphorase resazurin-to-resorufin fluorescence, NADH, 16 min; bacterial (C. kluyveri) enzyme, not human. inhibition, % at 20 µM. 190,000 compounds, 0.69% hits;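 active means primary screen inhibition at 20 µM above a set limit, cut at about 50% in these data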;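 further: plate controls were DMSO with full reaction for no effect and wells lacking NADH for full effect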
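controls = No-NADH positive control and DMSO neutral control | system = Clostridium kluyveri diaphorase enzyme | timing = reaction incubation of 16 min at room temperature | signal = resorufin fluorescence 544/590 nm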
bIAP inh: blocks bovine intestinal alkaline phosphatase activity. purified bovine IAP, CDP-star luminescence, 30 min. inhibition, % at 20 µM. 190,000 tested, under 10 active. AID 1019;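 active means over 50% inhibition of intestinal alkaline phosphatase at 20 µM in the single-dose screen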
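System: Purified bovine intestinal alkaline phosphatase (IAP) enzyme | Input: IAP diluted 1/65,000,000 in the well | Also added: CDP-star chemiluminescent phosphatase substrate, 30 µM final | Dosing: 20 µM single dose | Times: Enzyme reaction for 30 min at room temperature | Detection: Luminescence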
TNAP act hiacc: increases human TNAP activity under high phosphate acceptor concentration. P05186. AID 1136. activation factor at 20 µM. 200,000 tested, under 10 active. purified TNAP, CDP-star luminescence, 1 M DEA, 30 min; stronger effect = higher value; 0 = EDTA background, 1 = DMSO-only activity;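 active means activation factor at least 2 at 20 µM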
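Assay system: human TNAP; Input: enzyme diluted 1/800 final; Reagent: CDP-star luminogenic substrate at 100 µM final; Timing: 30 min, room temperature; Signal: luminescence; Evaluation: TNAP activation factor scaled between EDTA and DMSO control wells.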
TNAP inh noacc: inhibitors of human TNAP without phosphate acceptor; purified TNAP, CDP-star luminescence, 30 min; inhibition, % at 20 µM; 200,000 compounds, 0.26% hits; AID 1012; P05186;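 active means tissue-nonspecific alkaline phosphatase inhibition above about 50% at 20 µM in the single-dose screen, limit read from the data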;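 further: 0% = DMSO negative control and 100% = EDTA positive control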
Lmaj promast: inhibitors of Leishmania major promastigote growth | Leishmania major promastigotes, resazurin fluorescence viability | 200,000 compounds, 9% hits | inhibition, % at 10 µM; in the data active means inhibition above about 50%;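 further: promastigotes grown with compound for 44 hours at 28 °C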
PMI act hi M6P: PMI (human) activation, high substrate | coupled PMI enzyme assay, resazurin fluorescence, 20 min; stronger effect = higher value; 1 = untreated enzyme, 0 = substrate-free blank | 190,000 compounds, 0.34% hits | activation factor at 20 µM | P34949;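 active means activation factor of 2 or more at 20 µM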
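Test system: human phosphomannose isomerase with PGI, G6PDH, diaphorase coupling enzymes / Doses: 20 µM compound, 1% DMSO / Times: enzyme reaction with compound 20 min at room temperature / Measured by: Diaphorase-driven resazurin-to-resorufin fluorescence, excitation 544, emission 590 nm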
An asterisk follows results filed as active.

SMILES	TNAP inh hi DEA	bIAP activator	Diaphorase act	PMI act	Diaph inh CS	bIAP inh	TNAP act hiacc	TNAP inh noacc	Lmaj promast	PMI act hi M6P
CCn1c(=O)cc(OCC(=O)Nc2ccc3c(c2)OCCO3)c2ccccc21	0	1	0.8	0.9	17	4	1	-10	-4	0.8
Cc1nc2ccccc2c(=O)n1NC(=O)Nc1ccccc1	-1	0.9	0.9	1	10	6	1	-9	-4	0.9
CC(C)Cn1c(SCC(=O)NC(=O)NC2CCCC2)nc2ccccc21	-11	0.9	0.7	1	25	7	1.1	-2	18	0.9
CCOc1ccc(NC(=O)C/C(N)=N/O)cc1	-4	0.9	1.1	1	-6	8	1	-8	0	0.8
O=C(/C=C/c1ccccc1)c1cc(Br)ccc(=O)c1O	13	0.8	0.7	1.4	35	20	0.9	10	77*	1.8
O=C(c1ccccc1)c1ccncc1	-5	1	1	0.9	-2	2	1	-13	-6	1
CC(C)NC(=S)Nc1ccc(Oc2ccccc2)cc1	-4	0.8	1	1	-4	18	1	-5	10	1
CC(C)Cc1cc(C(=O)O)n[nH]1	-2	0.9	1	1.1	-3	8	1	49	-3	1.1
CCc1nnc(NC(=O)CSc2nnc(-c3ccncc3)n2Cc2ccccc2)s1	-1	0.6	0.8	0.9	15	35	1	-13	-9	0.9
Cc1ccc(-c2cc(C(=O)NCc3ccccn3)no2)cc1	-10	0.9	1.2	1.1	-23	9	1.1	-6	-8	1.1
CCCCn1c(N)c(N(CCC(C)C)C(=O)CSc2nnc(Nc3ccccc3)s2)c(=O)[nH]c1=O	-2	1.2	0.8	1.2	18	-23	1	-6	-7	0.9
CC(C)NC(=S)N(C)C1(c2ccccc2Cl)CCCCC1=O (configuration not stated)	-5	1	0.9	0.9	8	5	1.1	-4	4	1
O=C(O)CCCn1cc(NC(=O)c2c(F)cccc2F)cn1	-2	1	0.9	0.9	7	-4	1	-12	0	0.9
Cc1ccccc1S(=O)(=O)c1cc2ccccc2nc1N	-4	0.9	0.9	1	12	13	1	-8	-6	0.9
Cc1cccc(NC(=O)c2cc3n(n2)C(C(F)(F)F)CC(C2CC2)N3)c1C (configuration not stated)	-1	0.9	1	0.9	2	7	1	-4	-4	0.9
O=C(NCCS(=O)CCNC(=O)C(F)(F)F)C(F)(F)F	-7	1	0.8	1	15	4	1.1	-16	-4	1
COCCn1nnnc1C(c1cc2cccc(C)c2[nH]c1=O)N1CCN(c2ccccc2F)CC1 (configuration not stated)	-6	1	0.6	1	39	-4	1.1	-10	8	1.5
CCOC(=O)C1=C(C)N(c2ccc(Cl)cc2)C(=O)NC1c1cccc([N+](=O)[O-])c1 (configuration not stated)	-1	1	0.8	0.8	24	3	1	-8	15	0.8
CCCCc1ccc(/C=C2/C(=O)ON=C2c2ccccc2)s1	1	0.9	0.9	0.9	9	10	1	-1	34	1
NCC12CC3CC(C1)CC(c1ccc(Cl)cc1)(C3)C2	-5	0.8	1.2	1	-18	17	1.1	-35	100*	1

Compound profiles, from the list above. Values in the order: TNAP inh hi DEA	bIAP activator	Diaphorase act	PMI act	Diaph inh CS	bIAP inh	TNAP act hiacc	TNAP inh noacc	Lmaj promast	PMI act hi M6P
CCCCc1ccc(/C=C2/C(=O)ON=C2c2ccccc2)s1 as listed: 1	0.9	0.9	0.9	9	10	1	-1	34	1
CCOc1ccc(NC(=O)C/C(N)=N/O)cc1 as listed: -4	0.9	1.1	1	-6	8	1	-8	0	0.8
CC(C)Cc1cc(C(=O)O)n[nH]1 as listed: -2	0.9	1	1.1	-3	8	1	49	-3	1.1
O=C(O)CCCn1cc(NC(=O)c2c(F)cccc2F)cn1 as listed: -2	1	0.9	0.9	7	-4	1	-12	0	0.9
CCCCn1c(N)c(N(CCC(C)C)C(=O)CSc2nnc(Nc3ccccc3)s2)c(=O)[nH]c1=O as listed: -2	1.2	0.8	1.2	18	-23	1	-6	-7	0.9

Back to the main list, repeating the 3 entries before the break.
SMILES	TNAP inh hi DEA	bIAP activator	Diaphorase act	PMI act	Diaph inh CS	bIAP inh	TNAP act hiacc	TNAP inh noacc	Lmaj promast	PMI act hi M6P
CCOC(=O)C1=C(C)N(c2ccc(Cl)cc2)C(=O)NC1c1cccc([N+](=O)[O-])c1 (configuration not stated)	-1	1	0.8	0.8	24	3	1	-8	15	0.8
CCCCc1ccc(/C=C2/C(=O)ON=C2c2ccccc2)s1	1	0.9	0.9	0.9	9	10	1	-1	34	1
NCC12CC3CC(C1)CC(c1ccc(Cl)cc1)(C3)C2	-5	0.8	1.2	1	-18	17	1.1	-35	100*	1
Cc1ccccc1C(=O)c1cccn1CC(=O)NCc1ccccc1	-4	0.9	0.9	1	12	9	1	-10	6	1
CS(=O)(=O)c1cccc(NC(=O)c2ccc(Cl)c(Cl)c2)c1	-1	0.9	0.8	1	17	14	1	-5	8	1
CCc1cc2cccc(C)c2nc1SCC(=O)Nc1nonc1C	-1	0.9	1	1	3	8	1	-3	-4	1
O=C(COc1ccc2ccccc2c1)NC1CC1	-4	0.9	0.8	0.8	19	8	1	-15	-4	0.9
C#CCNc1ccc([N+](=O)[O-])cc1	6	1	0.9	1	15	0	0.9	-5	12	0.9
CC(=O)c1ccc(N2CCC(C)CC2)c(F)c1	5	1.1	0.9	1.1	6	-6	1	1	-5	1
CCOC(=O)c1c(NC(=O)Nc2ccccc2)sc(C)c1C	-3	1	0.8	0.9	16	4	1	-13	-4	0.9
O=C(NCCN1C(=O)S/C(=C\c2ccccc2)C1=O)c1cc(S(=O)(=O)N2CCOCC2)c(Cl)cc1Cl	2	0.8	0.9	1	12	24	1	5	11	1
COCCN1C(=O)N[C@@H](c2ccc(Br)cc2)C(C(C)=O)=C1C	-4	0.9	1	1.1	-4	10	1	-1	-3	1.1
O=C(N/N=C/c1ccccc1Cl)c1n[nH]c2c1CCCC2	0	1	1.1	1.1	-14	0	1	-30	89*	1.1
CC(C)C[C@H](NS(=O)(=O)c1ccc(Br)cc1)C(=O)O	-5	1	0.9	0.9	9	0	1.1	-13	-7	1
COc1cc2c(cc1OC)CN(c1nc(CN3CCOCC3)nc3sc4c(c13)CCC(C)C4)CC2 (configuration not stated)	1	1	0.9	0.9	13	2	1	-32	49	0.9
O=C(N/N=C/c1cccc([N+](=O)[O-])c1)c1cc(-c2ccc3c4c(cccc24)CC3)n[nH]1	-6	1	1	0.9	4	2	1.1	-32	3	1
Cn1cnnc1SC1c2cccc3cccc(c23)C1NS(=O)(=O)c1ccc(Cl)cc1 (configuration not stated)	0	0.9	0.8	1	18	8	1	6	53*	1.1
O=C1OC(N2CCN(C/C=C/c3ccccc3)CC2)c2ccccc21 (configuration not stated)	-4	1	0.9	1	10	2	1	4	56*	0.9
CC1CN(C(=O)CSc2nc(-c3ccc(F)cc3)cs2)CC(C)O1 (configuration not stated)	-10	0.9	0.9	1	13	11	1.1	-17	0	1.1
C#CCn1c(=NC(=O)CSCC(=O)N2CCOCC2)sc2ccccc21	-2	0.9	0.8	1	15	12	1	-10	-8	1
COCCSc1nc2c(c(=O)[nH]c(=O)n2C)n1CCC(C)C	-2	1	0.9	1	6	-1	1	-6	-4	1
COc1ccccc1N(CC(=O)N1CCCCC1)S(=O)(=O)c1ccccc1	-5	0.9	0.8	0.9	15	8	1.1	-12	-2	1
c1ccc2c(c1)CCCC2C1=NCCN1 (configuration not stated)	-2	0.9	0.9	1	7	13	1	-10	0	1
CC(C)(C)OC(=O)N1CCCC1C(=O)NC(Cc1ccccc1)C(=O)O (configuration not stated)	-4	0.9	1	1.1	-2	12	1	-7	5	1.1
COc1ccc(C(=O)COC(=O)CNC(=O)c2cc(OC)cc(OC)c2)cc1	2	0.9	0.9	0.9	6	6	1	-16	-8	1
Cc1nnc(SC(C)C(=O)NC2CCCc3ccccc32)n1-c1ccccc1 (configuration not stated)	0	1.3	1.1	1	-5	-28	1	-8	-5	1.1
CC(C(=O)Nc1ccccc1C(=O)N1CCOCC1)N(c1ccccc1)S(C)(=O)=O (configuration not stated)	-1	1	1	1.1	4	-1	1	-6	-4	1
CCOCCCNCc1cc(Cl)ccc1OCC	-2	1.1	0.8	1	20	-9	1	-11	8	1
CCOc1ccc(NC(=O)Nc2ccc(Br)cn2)cc1	-6	0.9	1	1	5	14	1.1	-14	-3	1
C/[N+]([O-])=C\C1C(=O)CCCC1=O	-3	1	1	1	4	-3	1	-9	-8	0.9
Cc1ccc(C(=O)CSc2nnc(-c3ccco3)n2C)cc1	-4	1.2	0.9	1	7	-16	1	-7	-6	1
O=C(COC(=O)c1ccc(Cl)c(S(=O)(=O)N2CCCC2)c1)NC1CCCC1	-7	0.8	0.8	1	17	17	1.1	-8	-7	0.9
Cc1cccc(N2CCN(S(=O)(=O)c3ccc4c(c3)CCC(=O)N4)CC2C)c1 (configuration not stated)	-4	1	0.9	0.9	9	-2	1	-14	-8	0.9
CC1(C)NC(=O)N(CCCCOc2ccc3c(c2)CCC3)C1=O	-3	0.9	0.8	0.9	17	7	1	-8	-6	0.9
COc1ccc(NC(=O)C2CCC(CNc3c(N4CCCCC4)c(=O)c3=O)CC2)cc1OC (configuration not stated)	1	1.3	0.9	0.9	12	-35	1	-11	-3	0.9
COc1ccc(-c2ncc(CN3CCN(CCC(C)C)C(CCO)C3)cn2)cc1 (configuration not stated)	-3	1.1	1	0.9	2	-8	1	-9	-2	1
Cn1c(NC(=O)CCc2ccccc2)cc(=O)n(C)c1=O	-2	1	0.8	1	15	0	1	-9	-8	0.9
Cc1cc(/C=N/NC(=O)c2ccccc2F)c(C)n1-c1ccccc1	0	1.1	0.9	1.1	6	-6	1	6	2	1
COC(=O)N/N=C\c1ccc(OC(=O)c2ccco2)cc1	-1	0.9	0.9	0.9	7	12	1	-8	-5	0.9
CCOCC(=O)Nc1ccc(S(=O)(=O)N2CCOCC2)cc1	-4	0.9	0.8	0.8	25	10	1	-14	-2	0.8
O=C(CCCN1C(=O)c2ccccc2C1=O)Nc1ccccn1	-1	1	0.9	1	6	-1	1	-10	-7	1
Cc1ccc(NC(=O)COC(=O)CSC(=S)N2CCOCC2)cc1C	-1	1.1	0.9	0.9	5	-9	1	-12	-10	1
COc1ccc(/C=C/c2nc3ccccc3n2C)cc1	-2	0.8	1	1	5	24	1	-8	85*	0.9

From PubChem
